From PubChem BioAssay
PAFAH2 inh = PAFAH2 enzyme inhibitors, primary screen, biochemical, fluorescence polarization, human; Platelet-activating factor acetylhydrolase 2, cytoplasmic (Homo sapiens), Q99487; recombinant PAFAH2, FP-rhodamine activity probe; inhibition, % at 3.39 µM; 340,000 tested, 0.99% active;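 active means inhibition above the mean over all tested compounds plus 3 SD, cut at about 30% in these data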;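 further: inhibitors block probe labeling of enzyme so polarization drops; 0% = enzyme with DMSO and 100% = wells lacking PAFAH2 protein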
LYPLA2 counter = LYPLA2 inhibitors, primary screen, counter-screen for PME1 inhibitor project, biochemical, fluorescence polarization, FP-Rh probe ABPP. Acyl-protein thioesterase 2 (Homo sapiens), O95372. recombinant LYPLA2. inhibition, % at 5.9 µM. 320,000 tested, 0.38% active. AID 2177, 2009;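 active means inhibition above the screen-wide mean plus 3 SD, limit set per campaign, cut at about 26% in these data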;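 further: 0% = LYPLA2 with DMSO and 100% = wells lacking LYPLA2 enzyme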
PREPL inhibitor = PREPL enzyme inhibitors, primary screen, biochemical, fluorescence polarization. inhibition, % at 5.96 µM. Prolyl endopeptidase-like (Homo sapiens), Q4J6C6. recombinant PREPL, fluorescence polarization activity-based probe. 320,000 tested, 0.68% active; in the data active means inhibition above about 43%;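 further: 0% = enzyme with DMSO and 100% = wells lacking enzyme; many of its hits are not listed in these tables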
GSTO1 inh = inhibitors of recombinant GSTO1, primary screen, counter-screen for RBBP9 inhibitor project, biochemical, fluorescence polarization | AID 1974, 2009 | 300,000 tested, 1.1% active | inhibition, % at 5.96 µM | activity-based probe fluorescence polarization;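 active means inhibition above the campaign mean inhibition plus 3 SD, cut at about 35% in these data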;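 further: 0% = GSTO1-1 with DMSO and 100% = wells lacking GSTO1-1 enzyme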
PAFAH1B3 inh = PAFAH1B3 enzyme inhibitors, primary screen, biochemical, fluorescence polarization, human | Platelet-activating factor acetylhydrolase IB subunit alpha1 (Homo sapiens), Q15102 | recombinant PAFAH1B3, FP-rhodamine probe | inhibition, % at 3.39 µM | 340,000 tested, 0.28% active;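 active means inhibition above the screen-wide average of all tested compounds plus 3 SD, cut at about 25% in these data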;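 further: 0% = enzyme with DMSO only and 100% = wells lacking PAFAH1B3 protein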
pPAFAH inh = pPAFAH enzyme inhibitors, primary screen, biochemical, fluorescence polarization, human. recombinant pPAFAH, FP-rhodamine probe fluorescence polarization. inhibition, % at 3.39 µM. 330,000 tested, 1.5% active;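 active means inhibition above the mean inhibition across the screen plus 3 SD, cut at about 25% in these data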;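 further: inhibitors block binding of the rhodamine activity-based probe so polarization drops; 0% = enzyme with DMSO and 100% = wells lacking pPAFAH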
Target sequence (Q13093 whole entry, looked up): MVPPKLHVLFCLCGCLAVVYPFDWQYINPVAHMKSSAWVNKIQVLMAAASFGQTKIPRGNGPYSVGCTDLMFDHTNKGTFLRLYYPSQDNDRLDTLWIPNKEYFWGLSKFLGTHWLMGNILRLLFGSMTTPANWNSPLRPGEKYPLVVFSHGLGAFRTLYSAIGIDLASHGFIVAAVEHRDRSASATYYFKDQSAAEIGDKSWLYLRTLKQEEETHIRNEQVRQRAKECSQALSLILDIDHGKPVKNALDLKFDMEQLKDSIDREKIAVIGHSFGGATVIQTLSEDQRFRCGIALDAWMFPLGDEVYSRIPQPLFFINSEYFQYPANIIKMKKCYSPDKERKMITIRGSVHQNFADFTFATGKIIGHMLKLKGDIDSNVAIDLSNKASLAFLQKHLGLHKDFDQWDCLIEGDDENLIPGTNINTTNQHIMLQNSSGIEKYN
LYPLA1 counter = LYPLA1 inhibitors, primary screen, counter-screen for PME1 inhibitor project, biochemical, fluorescence polarization, FP-Rh probe ABPP. recombinant LYPLA1. inhibition, % at 5.9 µM. 320,000 tested, 0.16% active. AID 2174, 2009;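 active means inhibition above the mean of all tested compounds plus 3 SD, set per campaign, cut at about 14% in these data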;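 further: inhibitors block serine hydrolase probe labeling of LYPLA1 so polarization falls; 0% = enzyme with DMSO and 100% = wells lacking LYPLA1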
PAD4 FP inh = human PAD4 inhibitors, primary screen, biochemical, fluorescence polarization, 1536-well format; Protein-arginine deiminase type-4 (Homo sapiens), Q9UM07; recombinant PAD4, RCA probe fluorescence polarization; inhibition, % at 6.36 µM; 330,000 tested, 0.41% active; AID 485272, 2010;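 active means percent inhibition above a cutoff equal to the mean of all tested compounds plus 3 SD, cut at about 15% in these data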;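 further: 0% = PAD4 with RCA probe and DMSO and 100% = probe without PAD4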
Target sequence (Q9UM07 whole entry, looked up): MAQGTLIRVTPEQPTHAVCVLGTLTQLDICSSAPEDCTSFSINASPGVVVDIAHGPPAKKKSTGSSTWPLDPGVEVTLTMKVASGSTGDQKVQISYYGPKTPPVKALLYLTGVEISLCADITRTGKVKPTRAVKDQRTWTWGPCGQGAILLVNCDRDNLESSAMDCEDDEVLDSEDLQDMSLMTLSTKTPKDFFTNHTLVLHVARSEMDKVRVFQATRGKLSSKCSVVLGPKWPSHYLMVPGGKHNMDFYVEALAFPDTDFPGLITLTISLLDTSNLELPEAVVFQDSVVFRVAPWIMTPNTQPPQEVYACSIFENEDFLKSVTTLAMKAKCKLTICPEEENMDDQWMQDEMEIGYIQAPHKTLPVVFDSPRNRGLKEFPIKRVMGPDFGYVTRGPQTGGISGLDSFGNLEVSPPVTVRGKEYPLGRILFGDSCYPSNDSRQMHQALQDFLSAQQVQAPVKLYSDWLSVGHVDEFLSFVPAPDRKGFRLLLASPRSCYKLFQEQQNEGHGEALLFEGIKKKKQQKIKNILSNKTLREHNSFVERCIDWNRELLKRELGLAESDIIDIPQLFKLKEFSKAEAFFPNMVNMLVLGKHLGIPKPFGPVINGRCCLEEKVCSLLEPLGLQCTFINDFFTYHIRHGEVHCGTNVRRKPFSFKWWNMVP
PAFAH1B2 FP inh = PAFAH1B2 enzyme inhibitors, primary screen, biochemical, fluorescence polarization, human; recombinant PAFAH1B2, FP-rhodamine activity probe; AID 492953, 2010; inhibition, % at 3.39 µM; Platelet-activating factor acetylhydrolase IB subunit alpha2 (Homo sapiens), P68402; 340,000 tested, 1.2% active;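 active means inhibition above the mean of all tested compounds plus 3 SD, cut at about 24% in these data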;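 further: 0% = enzyme with DMSO and 100% = wells lacking PAFAH1B2; many of its hits are not listed in these tables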
Numbers without * were called inactive; x = no result given.

[1] N#Cc1ccc(S(=O)(=O)N2CCC(N3CCCCC3)CC2)cc1
[2] O=C(CN1CCS(=O)(=O)CC1)NNC(=O)C1CCCCC1
[3] O=C(CSc1nc2ccccc2o1)Nc1nc(-c2ccccc2)cs1
[4] Cc1ccccc1Nc1nnc(SCC(=O)NC(=O)NCc2ccco2)s1
[5] S=C(NCCc1ccccc1)Nc1ccc(Cl)cc1Cl
[6] Cc1nonc1CC(=O)N1CCCC(C(=O)c2cccc(C(F)(F)F)c2)C1 (configuration not stated)
[7] CCC(=O)c1cn(CC(=O)Nc2cccc(OC)c2)c2ccccc12
[8] COc1ccc(CNC(=O)[C@H](Cc2ccccc2)NC(=O)C2CCNCC2)cc1
[9] CCOC(=O)C1CCN(C(=O)c2ccc(Cl)c(NC3=NC4CS(=O)(=O)CC4S3)c2)CC1 (configuration not stated)
[10] COc1ccccc1N1CCN(C2CCN(S(=O)(=O)c3ccc(C)cc3)CC2)CC1

Assay by compound | 1 | 2 | 3 | 4 | 5 | 6 | 7 | 8 | 9 | 10
PAFAH2 inh | 2 | 7 | -33 | 5 | -4 | -3 | 2 | 7 | -3 | 4
LYPLA2 counter | -3 | 1 | -41 | 4 | 2 | -5 | 5 | -4 | -1 | 5
PREPL inhibitor | 0 | -2 | -23 | -2 | -10 | -2 | 19 | 2 | -9 | 5
GSTO1 inh | 0 | 2 | 1 | -1 | -3 | 2 | 2 | 1 | -1 | -3
PAFAH1B3 inh | 3 | 5 | 13 | -2 | -2 | 4 | 1 | 6 | 4 | 7
pPAFAH inh | 8 | 3 | -8 | 16 | 1 | -3 | -4 | 5 | -8 | 2
LYPLA1 counter | -2 | -1 | -22 | -2 | -3 | -3 | -6 | 1 | 1 | 1
PAD4 FP inh | 0 | 0 | 1 | 1 | -1 | 3 | -3 | -2 | 7 | 1
PAFAH1B2 FP inh | 2 | 2 | -1 | 4 | 3 | 5 | 0 | -1 | 2 | 4

Exported with each value named: entries from further up.
5. S=C(NCCc1ccccc1)Nc1ccc(Cl)cc1Cl
  PAFAH2 inh = -4; LYPLA2 counter = 2; PREPL inhibitor = -10; GSTO1 inh = -3; PAFAH1B3 inh = -2; pPAFAH inh = 1; LYPLA1 counter = -3; PAD4 FP inh = -1; PAFAH1B2 FP inh = 3

6. Cc1nonc1CC(=O)N1CCCC(C(=O)c2cccc(C(F)(F)F)c2)C1 (configuration not stated)
  PAFAH2 inh = -3; LYPLA2 counter = -5; PREPL inhibitor = -2; GSTO1 inh = 2; PAFAH1B3 inh = 4; pPAFAH inh = -3; LYPLA1 counter = -3; PAD4 FP inh = 3; PAFAH1B2 FP inh = 5

7. CCC(=O)c1cn(CC(=O)Nc2cccc(OC)c2)c2ccccc12
  PAFAH2 inh = 2; LYPLA2 counter = 5; PREPL inhibitor = 19; GSTO1 inh = 2; PAFAH1B3 inh = 1; pPAFAH inh = -4; LYPLA1 counter = -6; PAD4 FP inh = -3; PAFAH1B2 FP inh = 0

8. COc1ccc(CNC(=O)[C@H](Cc2ccccc2)NC(=O)C2CCNCC2)cc1
  PAFAH2 inh = 7; LYPLA2 counter = -4; PREPL inhibitor = 2; GSTO1 inh = 1; PAFAH1B3 inh = 6; pPAFAH inh = 5; LYPLA1 counter = 1; PAD4 FP inh = -2; PAFAH1B2 FP inh = -1

Additional records follow.
[11] COc1ccc(Cc2noc(CN3CCNC(=O)CC3)n2)cc1OC
[12] COc1ccc(CNC(=O)CSCc2cnn(-c3ccccc3)c2-n2cccc2)cc1
[13] C/C(=N/NC(=O)c1cccc(N2CCCC2=O)c1)c1ccncc1
[14] CC(=O)c1ccc(S(=O)(=O)NCCC(=O)NCCc2c[nH]c3ccccc23)cc1
[15] COc1cc(NC(=O)C2CCN(S(=O)(=O)c3ccc4c(c3)CC(C)N4C(C)=O)CC2)cc(OC)c1OC (configuration not stated)
[16] CCn1cc(C(=O)N[C@@H](CCSC)C(=O)NCCOC)c(=O)c2cc3c(cc21)OCO3
[17] NC(=O)C(=O)N/N=C/c1c[nH]c2ccc(Br)cc12
[18] CCn1c(Cc2ccccc2)nnc1SC(C)C(=O)NC1CC1 (configuration not stated)
[19] O=S(=O)(NCC(c1cccnc1)N1CCN(c2ccccc2)CC1)c1cccs1 (configuration not stated)
[20] CN(N)c1nc(-c2ccccc2)cc(-c2ccccc2)n1

Assay by compound | 11 | 12 | 13 | 14 | 15 | 16 | 17 | 18 | 19 | 20
PAFAH2 inh | 2 | 15 | 3 | 2 | 4 | 4 | 6 | 2 | 8 | 0
LYPLA2 counter | -1 | 8 | -2 | -2 | 0 | 0 | 8 | 5 | -3 | 6
PREPL inhibitor | -1 | -19 | 8 | 25 | -5 | 7 | 3 | -6 | 28 | -1
GSTO1 inh | 1 | -1 | 2 | x | 3 | 12 | -3 | 4 | -4 | -7
PAFAH1B3 inh | 3 | 6 | 4 | 3 | 6 | 6 | 7 | 0 | 0 | -5
pPAFAH inh | 2 | 15 | -2 | 13 | 3 | 5 | -1 | 0 | 2 | 6
LYPLA1 counter | -3 | 3 | -4 | -2 | -5 | -1 | 11 | 4 | -4 | 1
PAD4 FP inh | 2 | 1 | -7 | 0 | -4 | -3 | -2 | 0 | -1 | -3
PAFAH1B2 FP inh | 5 | 6 | 5 | 0 | 1 | 3 | 7 | 4 | 2 | -1

[21] CCNc1nc(Cl)nc(N(NC(C)=O)C(C)CC)n1 (configuration not stated)
[22] COc1cc(S(=O)(=O)N2CC(=O)Nc3ccccc32)ccc1NC(C)=O
[23] O=C(NNC(=O)c1ccc2nonc2c1)Nc1ccc(Cl)cc1
[24] CCc1c(C)sc2nc3c(C(=O)N4CCOCC4)cc(C(=O)c4ccccc4O)cn3c(=O)c12
[25] CC[C@@H](CCC=C(C)C)C(=O)N(Cc1ccccc1)c1ccccc1
[26] COc1cccc(Nc2nnc(SCc3cc([N+](=O)[O-])cc4c3OCOC4)s2)c1
[27] O=C(C1=C(O)C(=O)N(CCCn2ccnc2)C1c1ccccc1)c1ccco1 (configuration not stated)
[28] c1csc(-c2csc3nc(CN4CCOCC4)nc(NCc4ccc5c(c4)OCO5)c23)c1
[29] CCOC(=O)/C=C1\NC(C)(C)Cc2cc(OC)c(O)cc21
[30] CC(=O)Nc1ccc2[nH]c(C)cc(=O)c2c1

Assay by compound | 21 | 22 | 23 | 24 | 25 | 26 | 27 | 28 | 29 | 30
PAFAH2 inh | -10 | -6 | x | -8 | -2 | -6 | -4 | 11 | 3 | 3
LYPLA2 counter | 0 | -5 | 3 | 3 | 2 | -10 | 1 | 2 | 3 | 0
PREPL inhibitor | 6 | 0 | 1 | 22 | 9 | -12 | 4 | 14 | -5 | 9
GSTO1 inh | 2 | -5 | -2 | -13 | x | 9 | 3 | 9 | 8 | -3
PAFAH1B3 inh | -3 | 1 | x | -1 | 6 | 7 | 8 | 9 | 17 | 1
pPAFAH inh | 2 | 5 | 3 | 1 | 4 | 9 | -2 | 16 | 8 | 1
LYPLA1 counter | 0 | 0 | 0 | 1 | 3 | -15 | 1 | -2 | -1 | -2
PAD4 FP inh | 0 | 4 | 2 | -3 | -2 | 2 | -9 | -2 | 0 | 3
PAFAH1B2 FP inh | 1 | -5 | x | -5 | 6 | 1 | 2 | 12 | 7 | 0

[31] C/C(=N\NC(=O)c1cccnc1)c1c(O)cc(C)oc1=O
[32] Cc1cc(C)cc(NC(=O)COC(=O)c2cc(C)oc2C)c1
[33] N#Cc1cccc(NC(=O)COC(=O)c2ccc[n+]([O-])c2)c1
[34] O=C1c2ccccc2C(=O)N1CCOc1cccc(Br)c1
[35] CCOc1cc(-c2nc(-c3ccccc3)c(-c3cc([N+](=O)[O-])ccc3C)[nH]2)ccc1O
[36] CCOc1ccccc1CNS(=O)(=O)c1cc(-c2cc(C)no2)ccc1C
[37] COc1ccc(C(=O)NCC(C)NC(=O)c2ccc(OC)cc2)cc1 (configuration not stated)
[38] O=C(Nc1nnc(C2=COCCO2)o1)c1ccc(S(=O)(=O)N2CCCC2)cc1
[39] COc1ccc(Cc2nc3ccc(C(=O)NCC4COCCO4)cc3o2)cc1 (configuration not stated)
[40] N#C/C(=C\c1ccc(O)c(O)c1)C(=O)Nc1ccccc1

Assay by compound | 31 | 32 | 33 | 34 | 35 | 36 | 37 | 38 | 39 | 40
PAFAH2 inh | 8 | 61* | 14 | 0 | -1 | 3 | 1 | -10 | -4 | 22
LYPLA2 counter | 4 | 6 | x | 5 | 6 | 1 | 0 | -1 | 8 | -1
PREPL inhibitor | 1 | 0 | 3 | 2 | 1 | -12 | -8 | -2 | -6 | 9
GSTO1 inh | 4 | 0 | x | 2 | -1 | -6 | -1 | 5 | 3 | 7
PAFAH1B3 inh | 0 | 9 | 1 | 2 | 12 | 5 | 4 | -5 | 2 | 22
pPAFAH inh | 5 | 2 | 2 | 6 | 12 | -3 | 0 | -2 | 4 | 16
LYPLA1 counter | 4 | 2 | x | 2 | -7 | -1 | 2 | -2 | 0 | -3
PAD4 FP inh | 2 | -2 | -8 | 2 | -7 | 1 | -3 | -6 | -2 | 3
PAFAH1B2 FP inh | 0 | 0 | -4 | -3 | 12 | 3 | 4 | 1 | 3 | 21

[41] COC(=O)C(NC(=O)c1ccccc1)=C1CCCCC1
[42] Cc1ccc(S(=O)(=O)N(CC(=O)N/N=C/c2ccc(F)cc2)c2cccc3cccnc23)cc1
[43] CC(C)CNC(=O)CSc1nnc2ccccn12
[44] S=C(NC1CCCCC1)N1CCN(c2ccccn2)CC1
[45] CCC(C)Nc1nc(-c2c[nH]c3ccccc23)cs1 (configuration not stated)
[46] COc1cc(OC)c(S(=O)(=O)NCc2cccnc2)cc1NC(C)=O
[47] CC(C)(C)OC(=O)NCCCC[C@H](NC(=O)[C@H](Cc1c[nH]c2ccccc12)NC(=O)OCc1ccccc1)C(=O)O
[48] CC(C)=CCc1c(O)cc(O)c2c(=O)c(O[C@@H]3O[C@@H](C)[C@H](O)[C@@H](O)[C@H]3O)c(-c3ccc(O)cc3)oc12
[49] CCN(CC)C(=O)C(=O)c1ccn(-c2c(C)csc2C(=O)OC)c1
[50] O=C(Nc1c(Cl)cccc1Cl)C1CCC1

Assay by compound | 41 | 42 | 43 | 44 | 45 | 46 | 47 | 48 | 49 | 50
PAFAH2 inh | -2 | -2 | 2 | 6 | -7 | -2 | 5 | -24 | 9 | -5
LYPLA2 counter | -2 | 1 | 1 | 10 | -16 | 7 | -10 | -14 | 5 | 0
PREPL inhibitor | -1 | -14 | 14 | -2 | 22 | 1 | 6 | 15 | 0 | 1
GSTO1 inh | -1 | -1 | 4 | -2 | -1 | -2 | 4 | -8 | -2 | -6
PAFAH1B3 inh | 9 | 1 | -1 | 0 | 7 | 7 | 3 | -5 | -4 | 14
pPAFAH inh | 3 | 1 | 1 | 7 | 8 | 2 | -1 | 12 | 6 | -2
LYPLA1 counter | 1 | 2 | 0 | 1 | -14 | -1 | -2 | -13 | -1 | 0
PAD4 FP inh | 5 | -3 | -1 | 2 | -28 | -1 | -1 | -19 | 1 | 0
PAFAH1B2 FP inh | 2 | 2 | -2 | -1 | -3 | 0 | 10 | 2 | 3 | 4

This is a subset (hit frequency here may not be typical).
